MOR-DOR ag = agonists of OPRM1-OPRD1 heterodimerization, primary screen, cell-based, luminescence; activation, % at 9.3 µM; 340,000 tested, 0.3% active; cells; AID 504326, 2011; Mu-type opioid receptor (Homo sapiens) + Delta-type opioid receptor (Homo sapiens), …; in the data active = activation above about 18%;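 also: 0% = vehicle-treated cells and 100% = reference agonist; values of inactives mirror those of a sister screen read the other way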
HTR5A inv ctr = HTR5A inverse agonists in luminescence cell assay, primary screen, counter-screen for OPRM1-OPRD1 heterodimer inverse agonist project, full-deck HTS; 5-hydroxytryptamine receptor 5A (Homo sapiens), P47898; HTR5A cell line, inverse agonism; inhibition, % at 9.3 µM; 340,000 tested, 0.083% active; AID 504634, 2011; in the data active = inhibition mostly above about 23%, no sharp cut-off; inactive = mostly below about 18%;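 also: 0% = cells with DMSO and 100% = no-cell wells with DMSO; some compounds called inactive have numbers as strong as hits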
Target sequence (P47898 whole entry, looked up): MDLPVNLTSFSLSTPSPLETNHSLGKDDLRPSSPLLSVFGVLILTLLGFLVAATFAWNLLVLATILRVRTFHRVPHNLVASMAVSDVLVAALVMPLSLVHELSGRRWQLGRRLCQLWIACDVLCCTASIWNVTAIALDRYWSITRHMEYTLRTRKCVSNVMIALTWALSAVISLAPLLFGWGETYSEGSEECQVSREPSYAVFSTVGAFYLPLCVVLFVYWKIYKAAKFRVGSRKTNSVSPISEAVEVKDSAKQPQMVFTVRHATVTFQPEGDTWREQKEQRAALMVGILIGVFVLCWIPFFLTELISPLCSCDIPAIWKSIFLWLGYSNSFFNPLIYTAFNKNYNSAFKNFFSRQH
Tat transport = E. coli Tat export inhibitors, primary screen, MC4100, TorA-mCherry reporter, fluorescence, single point; inhibition, % at 10 µM; 340,000 tested, 0.036% active;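 active = mean replicate inhibition at least 50% and at least half of replicates individually reaching 50%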;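 also: exported cargo escapes ClpAP degradation while cytoplasmic cargo is degraded and loses fluorescence; 0% = median of neutral control wells and 100% = median of NaSCN control wells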
PfHsp90 yeast 2 = growth inhibition of PfHsp90-expressing yeast, primary screen, antimalarial PfHsp90 inhibitor project, S. cerevisiae, BacTiter-Glo luminescence, single point, set 2; BacTiter-Glo ATP, 48 h; yeast lacking PDR1 and PDR3 efflux regulators; inhibition, % at 9.4 µM; 310,000 tested, 0.32% active; AID 504621, 2011;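 active = every replicate shows inhibition above about 80%, whatever the replicate mean, limit read from the data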;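 also: 0% = DMSO neutral controls and 100% = 20 µM radicicol positive controls; yeast relying on Plasmodium falciparum Hsp90 in place of its own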
E coli growth = E. coli V3065 growth inhibition, primary screen, counter-screen for AddAB inhibitor project, absorbance, OD600 | 18 h | inhibition, % at 11.9 µM | 330,000 tested, 0.27% active | AID 449728, 2010;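 active = inhibition above the campaign's mean inhibition across all tested compounds plus 3 SD, cut at about 9.9% in these data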;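 also: uninfected addAB+ strain grown without phage in ampicillin broth; 0% = DMSO wells and 100% = ciprofloxacin 0.95 µg/ml wells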
PKA-R1A activ = activators of PKA-R1A holoenzyme, primary screen, biochemical, fluorescence polarization, Cy5-IP20, bovine R1A, mouse PKAc. cAMP-dependent protein kinase type I-alpha regulatory subunit (Bos taurus) + …. PKA-R1A dissociation; scaled: DMSO 0%, 113 µM cGMP 100%. activation, % at 11.4 µM. 340,000 tested, 0.083% active. AID 504707, 2011;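 active = percent activation above the mean of all tested compounds plus 3 SD, cut at about 19% in these data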;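 also: higher means more PKAc released from R1A so a rise in polarization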
MOR-DOR inv ag = inverse agonists of MOR-DOR heterodimerization, primary screen, cell-based, luminescence; Mu-type opioid receptor (Homo sapiens) + Delta-type opioid receptor (Homo sapiens), …; cell-based MOR-DOR heterodimer luminescence, inverse agonism; inhibition, % at 9.3 µM; 340,000 tested, 0.21% active; AID 504357, 2011; in the data active = inhibition above about 22%, passing the limit was not always enough;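 also: 0% = cells with DMSO and 100% = wells without cells with DMSO; values of inactives mirror those of a sister screen read the other way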
Mot1-301 SUMO = yeast Mot1-301 growth rescue at high temperature, primary screen, SUMOylation pathway inhibitor project, S. cerevisiae, ATP luminescence, 38.5C; S. cerevisiae Mot1-301 growth rescue; percent above DMSO median, 100 means doubled; growth rescue, % at 18.8 µM; 320,000 tested, 1% active; AID 2716, 2010;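 active = every valid replicate shows activation above 250% relative to neutral control wells; inactive = the rest, any valid replicate at or below 250%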;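 also: OY570 slx delta 5 strain wells were the positive control but not used for scaling; some compounds called inactive have numbers as strong as hits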
phage Ecoli inh = growth loss of phage-infected E. coli, primary screen, RecBCD inhibitor project, absorbance, with phage, HTS; inhibition, % at 11.9 µM; 360,000 tested, 0.26% active; in the data active = inhibition above about 11%
PKA-R2B activ = activators of PKA-R2B holoenzyme, primary screen, biochemical, fluorescence polarization, Cy5-IP20, human | PKA-R2B holoenzyme dissociation; R2B truncated from residue 108, S112A mutant; 0% DMSO only, 100% 113 µM cGMP | 340,000 tested, 0.079% active | activation, % at 11.4 µM | cAMP-dependent protein kinase catalytic subunit beta (Homo sapiens) + cAMP-dependent …;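 active = activation above a cutoff set at the mean over all compounds plus 3 SD, cut at about 18% in these data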;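 also: higher means more holoenzyme dissociation and a rise in polarization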
Target sequence (P31323 whole entry, looked up, other chains not shown, the tested form may be a part): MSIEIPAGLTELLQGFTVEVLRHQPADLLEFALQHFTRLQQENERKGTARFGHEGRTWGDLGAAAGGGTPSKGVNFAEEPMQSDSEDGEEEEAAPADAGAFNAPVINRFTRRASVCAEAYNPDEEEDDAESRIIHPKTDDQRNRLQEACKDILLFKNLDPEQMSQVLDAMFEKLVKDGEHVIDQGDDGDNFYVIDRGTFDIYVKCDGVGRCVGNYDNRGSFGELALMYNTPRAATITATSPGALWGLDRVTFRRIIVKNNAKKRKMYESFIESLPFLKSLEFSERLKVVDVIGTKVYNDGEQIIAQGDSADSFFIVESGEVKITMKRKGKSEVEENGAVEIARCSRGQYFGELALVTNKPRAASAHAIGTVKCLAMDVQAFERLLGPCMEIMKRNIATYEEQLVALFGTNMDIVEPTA
AddAB inh = growth inhibition of E. coli expressing H. pylori AddAB, primary screen, AddAB inhibitor project, absorbance; inhibition, % at 11.9 µM; 330,000 tested, 0.29% active; AID 435030, 2010; in the data active = inhibition above about 12%;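 also: 0% = vehicle wells of infected cells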
An asterisk follows results filed as active; . = no result given; & = joins results of further samples.

Results follow in this order: PKA-R1A activ, MOR-DOR ag, MOR-DOR inv ag, AddAB inh, phage Ecoli inh, Mot1-301 SUMO, PKA-R2B activ, HTR5A inv ctr, E coli growth, Tat transport, PfHsp90 yeast 2
1: O=C(CNC(=O)c1cccc(S(=O)(=O)N2CCc3ccccc32)c1)Nc1ccc(F)c(F)c1F
    4, 2.2, -11, ., 2.9, ., -5, 20, ., -1, 4
2: COCCn1c(COc2ccc(OC)cc2)nc2ccccc21
    -8, -2.8, 11, 3.6, 2.1, -9, -2, -5, 0.5, -4, 4
3: CCCCCCn1c(N)c(C#N)c2ccc([N+](=O)[O-])cc2c1=O
    -4, -1.7, 9, 0.9, 4.1, 79, -17, 5, 3.6, -8, 9
4: Cc1ccc(S(=O)(=O)Nc2nc3ccccc3nc2N2CCN(c3ccccc3F)CC2)cc1
    1, 1.1, -4, 0.2, 0.8, -9, -2, 4, 0.5, -3, 10
5: CC1(C)CC2CC(C)(CN2C(=O)c2cc(-c3ccccc3O)on2)C1 (stereo not drawn)
    0, 6.2, -36, 0.0, 2.8, 2, 7, -1, 1.9, 1, -13
6: O=C(CS(=O)(=O)c1ccccc1)Nc1ccccn1
    -5, 1.2, -6, -1.5, 1.5, 3, -6, 10, 2.4, -4, 29
7: COc1c([N+](=O)[O-])cc(C(=O)NNC(=O)c2ccc(C)cc2)cc1[N+](=O)[O-]
    -11, -3.6, 18, 3.8, -1.5, 3, -4, 5, -2.8, 13, 15
8: COc1ccc(N2C(=O)c3ccccc3NC2c2ccc(OC)c(CSc3ccccn3)c2)cc1 (stereo not drawn)
    -8, 8.2, -48, 1.3, 2.5, 113, 4, 12, -1.1, -2, 13
9: CN(CC(=O)Nc1ccc2c(c1)OCCO2)S(=O)(=O)c1cccc2cccnc12
    3, -1.4, 7, 2.8, -0.1, -3, -18, 2, -2.1, 1, -17
10: CN(c1ccccc1)S(=O)(=O)c1cccc(NC(=O)COc2ccccc2)c1
    0, -1.1, 4, -0.2, 1.8, ., -25, 2, -0.1, -11, 22
11: COC(=O)CSc1n[nH]c(-c2ccncc2)n1
    -2, -2.9, 17, 0.3, 5.9, 72, -9, 2, -0.6, -5, .
12: O=C(c1ccccc1OCc1ccc(Cl)cc1)N1CCN(c2ccccn2)CC1
    -10, -1.9, 12, 0.0, 1.6, 13, -5, 9, -0.3, 2, .
13: Cc1csc(NC(=O)CCNC(=O)c2ccccc2Cl)n1
    -13, -2.1, 11, 5.1, 0.6, -5, -8, 10, 2.9, -6, 6
14: COc1ccc(-c2nnc(SCC(=O)NC(=O)NCc3ccco3)o2)cc1
    -12, -2.7, 16, 1.1, 2.2, 2, -5, -12, -1.4, -6, .
15: COC(=O)Cn1cnc2scc(-c3ccc(C)c(C)c3)c2c1=O
    -9, -3.5, 18, 4.7, -1.8, -23, -9, 0, 0.9, 4, 24
16: O=C(CNC(=O)c1ccccc1F)OCc1nc2ccccc2s1
    -9, 0.2, -1, 5.8, 1.8, -1, 5, 3, -0.6, -1, -15
17: Cc1ncoc1C(=O)N1CCCC(N2CCN(c3ccccc3F)CC2)C1 (stereo not drawn)
    11, 0.3, -1, -0.6, 3.1, -7, 0, 12, -0.9, -2, 10
18: CCNC(=O)Cc1c(OC)ccc2cc(Br)ccc12
    4, -2.0, 10, 3.3, 1.2, -8, 3, -2, -1.0, 16, 13
19: Cn1c(=O)oc2cc(S(=O)(=O)N3CCC(C(=O)NCc4ccccc4Cl)CC3)ccc21
    3, -3.0, 16, 0.8, 0.9, 11, -1, 13, -1.2, -5, -9
20: CC1(c2ccccc2)NC(=O)N(CC(=O)Nc2ccc(Cl)c(S(=O)(=O)N3CCCCC3)c2)C1=O (stereo not drawn)
    7, -1.4, 7, 2.5, -2.0, 67, 0, 12, 1.6, 6, -19
21: S=C(NCCc1ccccc1)Nc1ccc(Cl)cc1
    -8, 11, -54, 4.3, 7.2, 1, -8, -2, 4.9, -8, 19
22: CCOc1ccc(OCCC(=O)NNC(=O)c2nn(C)c(=O)c3ccccc23)cc1
    -7, -3.1, 16, 0.6, 4.1, -19, 0, 2, -1.0, -2, -11
23: Cc1ccccc1C(=O)/C=C1/SCC(=O)N1C
    -3, -4.1, 20, 2.8, 1.2, -2, 12, -8, -0.2, -1, 4
24: CC(C)(C)c1ccccc1OCCOCCN1CCCCCC1
    2, 4.8, -23, 2.3, 1.6, 73, -5, -20, 0.0, 5, -23
25: CC(=O)Nc1ccc(OC(=O)c2cc([N+](=O)[O-])ccc2Cl)cc1
    -2, 6.0, -32, 2.1, ., -2, -3, 9, -1.0, -1, 4
26: Cn1cc(CN2CCC(CO)CC2)c(-c2ccc(Oc3ccccc3)cc2)n1
    -12, 5.0, -29, 2.8, 5.0, 99, 1, 8, -0.7, 4, -33
27: O=C(CSc1ncccn1)Nc1ccc(N2CCOCC2)cc1
    -3, -3.8, 16, 2.2, -0.4, 5, 7, -2, -2.0, -8, 0
28: COc1ccc(C2NC3=C(CCC3)C3(C#N)C4(N=C(N)C23C#N)OCCO4)cc1 (stereo not drawn)
    -9, 1.6, -9, 5.2, 2.6, -10, -8, 19, 4.2, 4, -23
29: CCC(=O)Nc1ccc(C(=O)COC(=O)Cc2ccsc2)cc1
    2, -3.7, 14, 0.0, 1.6, 42, -1, -1, 0.2, -4, -9
30: Cc1cc(=O)oc2cc(NC(=O)C3CC(=O)N(Cc4ccccc4)C3)ccc12 (stereo not drawn)
    6, 1.4, -7, 1.6, 2.2, -15, -6, 6, -1.5, -1, 4
31: Nc1cc(C(F)(F)F)cc([N+](=O)[O-])c1N
    -4, 1.5, -8, 3.9, 2.1, 13, 5, 9, 0.8, 0, -2
32: COc1cc(C(=O)NCC(=O)OCc2ccccc2Cl)cc(OC)c1OC
    -7, -1.1, 5, -1.3, 0.2, 73, 9, 9, 0.2, -8, 3
33: CN1OC[C@@H]2CN(Cc3cc(Cl)cc(Cl)c3)[C@H](c3cccc(Oc4ccccc4)c3)C[C@@H]21
    -4, -3.3, 15, ., 0.2, ., -3, 6, ., -5, -27
34: N#CCN1CCCC(C(N)=O)C1 (stereo not drawn)
    -1, 0.9, -5, 0.3, 1.4, -8, -13, 7, -1.3, -1, .
35: CCCCCCCCCCOC(=O)C[N+](C)(C)C/C=C(/C)Cl
    -9, 0.9, -6, -0.1, 4.7, 31, -9, -11, -0.7, 2, -27
36: CCN(CC)C(=O)Oc1ccccc1NC(C)=O
    3, -2.7, 13, 2.3, 2.6, 9, 13, 0, -1.1, -7, 10
37: OCCN(CCO)CC(O)COc1ccc(Br)cc1 (stereo not drawn)
    2, -1.6, 8, 1.5&6.6, 1.5&0.8, 4&-16, 2, -5, 0.2&-0.3, 6, 1
38: Cc1ncc(S(=O)(=O)C(C)(C)C)c(N)n1
    -10, -3.2, 16, 2.9, -0.5, 4, -4, -7, -1.7, -6, -19
39: CCCCc1nc2cc(C(=O)NCc3cc(C)n(C)n3)ccc2o1
    -3, -1.0, 5, 3.4, 2.6, -5, -9, 7, 2.8, -14, 16
40: COc1cccc(-n2c(C)c3c(OC)cccc(=O)c3c2C)c1
    -2, -2.7, 14, -1.0, 2.5, 90, -10, 4, -1.6, -2, 3
41: CN(c1nc2ccccc2nc1Cl)S(=O)(=O)c1ccccc1
    -3, -3.4, 18, 1.5, 0.2, -1, -7, 0, 2.0, -3, -8
42: O=C(CSc1nc(-c2cccs2)nc2ccccc12)NC1CCS(=O)(=O)C1 (stereo not drawn)
    -3, 0.1, -1, 1.6, 0.2, 0, -2, 9, 0.3, 1, -6
43: O=C(CCNS(=O)(=O)c1ccc(Br)s1)NCc1ccccc1
    -1, -2.8, 14, 0.0, 2.5, 251, 11, 10, 0.0, 7, 15
44: COc1ccc(N(CC(=O)NCCOc2ccccc2)S(=O)(=O)c2ccc(C)cc2)cc1
    -10, 1.4, -10, 2.5, -0.9, -28, 3, -8, -1.0, 6, -75
45: CC(=O)CCc1c(C)[nH]c2ccc(NC(C)=O)cc2c1=O
    -2, 2.1, -13, 1.1, 0.1, -3, 5, 6, -0.6, 8, -25
46: Clc1cnc(Nc2cccnc2)c(Cl)c1
    3, 2.4, -17, 0.6, -0.6, -4, 6, 6, -1.2, 0, 20
47: CCOc1ccc(CN2CCCC(CO)(Cc3ccccc3F)C2)cc1 (stereo not drawn)
    -6, 0.3, -1, 1.4, 4.3, -20, -7, 0, 1.3, 0, 1
48: CC(=O)c1cnc(Nc2nc(C)c3ccc(C)cc3n2)nc1C
    10, -0.3, 2, -2.6, 2.0, 103, 6, -9, 0.6, -7, .
49: CCC(C)NS(=O)(=O)c1ccc(NC(=O)C(Sc2ccccc2)c2ccccc2)cc1 (stereo not drawn)
    -7, 5.6, -30, 5.3, 2.1, 4, -5, -23, 2.0, 6, 4
50: CC(C)(C)c1cc(CN2CCOCC2)c(C(=O)O)o1
    6, -1.7, 10, -1.0, 1.8, -11, -9, -28, -0.4, 0, 18

Only AddAB inh, phage Ecoli inh and E coli growth, for 2 of the compounds above:
#	SMILES	AddAB inh	phage Ecoli inh	E coli growth
10	CN(c1ccccc1)S(=O)(=O)c1cccc(NC(=O)COc2ccccc2)c1	-0.2	1.8	-0.1
11	COC(=O)CSc1n[nH]c(-c2ccncc2)n1	0.3	5.9	-0.6
